Screening results deposited in PubChem BioAssay by several laboratories.
PrPC TRFRET = inhibitors of human cell surface prion protein PrPC, primary screen, cell-based, TR-FRET; 0.43% of 370,000 active; AID 720596, 2013; inhibition, % at 13.8 µM; TR-FRET read-out; in the data active means inhibition above about 24%; further: 0% = median of the test wells and 100% = reference compound wells
UGM FP inh = M. tuberculosis UGM enzyme inhibitors, primary screen, biochemical, fluorescence polarization, single point; UDP-galactopyranose mutase (Mycobacterium tuberculosis (strain ATCC 25618 / H37Rv)), …; purified UGM, fluorescence polarization probe displacement; inhibition, % at 10 µM; 0.06% of 320,000 active; in the data active means inhibition above about 10%, passing the limit was not always enough; inconclusive means no clear call, values can overlap the other calls
Target sequence (P9WIQ1 whole entry, looked up): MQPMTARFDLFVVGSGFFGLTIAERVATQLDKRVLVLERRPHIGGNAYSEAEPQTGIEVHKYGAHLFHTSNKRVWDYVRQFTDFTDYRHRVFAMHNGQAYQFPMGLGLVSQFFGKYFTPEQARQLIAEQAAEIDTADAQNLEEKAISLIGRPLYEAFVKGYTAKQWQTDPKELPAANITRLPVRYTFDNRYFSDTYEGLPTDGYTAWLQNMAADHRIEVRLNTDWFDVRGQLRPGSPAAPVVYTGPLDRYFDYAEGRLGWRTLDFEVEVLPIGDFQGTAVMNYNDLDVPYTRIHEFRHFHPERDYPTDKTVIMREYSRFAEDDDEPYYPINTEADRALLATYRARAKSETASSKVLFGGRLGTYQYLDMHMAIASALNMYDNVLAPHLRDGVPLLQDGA
BoNT-F LC inh = BoNT/F light chain protease inhibitors, primary screen, biochemical, flow cytometry, MLPCN library; Multiplex microsphere protease cleavage assay; inhibition, % at 10 µM; 0.22% of 360,000 active; AID 588497, 2011; in the data active means inhibition above about 35%, passing the limit was not always enough; inconclusive means no clear call, values can overlap the other calls; further: plate controls were buffer without enzyme for full effect and enzyme alone for no effect
BioA inh = M. tuberculosis BioA enzyme inhibitors, primary screen, biochemical, plate reader, single point, HTS; purified M. tuberculosis BioA enzyme; 0.096% of 360,000 active; 7,8-diaminopelargonic acid synthase BioA (Mycobacterium tuberculosis); inhibition, % at 9.99 µM; in the data active means inhibition above about 40%; inconclusive means no clear call, values can overlap the other calls
BoNT-A LC inh2 = BoNT/A light chain protease inhibitors, primary screen, biochemical, flow cytometry, MLPCN library; inhibition, % at 10 µM; Botulinum neurotoxin type A light chain protease (Clostridium botulinum A str. ATCC 3502); 0.17% of 360,000 active; multiplex microsphere protease substrate cleavage; AID 588499, 2011; in the data active means inhibition above about 30%; inconclusive means no clear call, values can overlap the other calls; further: plate controls were buffer without enzyme for full effect and enzyme alone for no effect
GDH-TPI inh = GDH-TPI coupling enzyme inhibitors, primary screen, artefact control for M. tuberculosis FBA inhibitor project, biochemical, absorbance, full deck; GDH-TPI coupled enzyme counterscreen, NADH absorbance; inhibition, % at 4.8 µM; 1.2% of 360,000 active; AID 588335, 2011;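 further: 0% = DMSO wells and 100% = wells lacking the enzyme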
FBA Mtb inh = Mtb FBA enzyme inhibitors, primary screen, biochemical, fluorescence, strain H37Rv; purified M. tuberculosis FBA, fluorescence read-out; inhibition, % at 1 µM; 2.3% of 360,000 active; AID 588726, 2011; in the data active means inhibition above about 27%;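 further: 0% = vehicle and 100% = reference inhibitor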
Target sequence (P9WQA3 whole entry, looked up): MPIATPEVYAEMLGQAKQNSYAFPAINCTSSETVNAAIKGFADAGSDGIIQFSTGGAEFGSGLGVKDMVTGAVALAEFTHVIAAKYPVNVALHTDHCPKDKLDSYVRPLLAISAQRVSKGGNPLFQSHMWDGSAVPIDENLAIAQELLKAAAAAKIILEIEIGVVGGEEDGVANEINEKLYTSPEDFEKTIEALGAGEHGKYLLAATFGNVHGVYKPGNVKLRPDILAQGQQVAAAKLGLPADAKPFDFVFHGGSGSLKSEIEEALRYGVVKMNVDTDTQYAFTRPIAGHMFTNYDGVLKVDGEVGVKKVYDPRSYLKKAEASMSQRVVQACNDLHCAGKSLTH
FadD28 binding = inhibitors of FadD28 bisubstrate probe binding, primary screen, biochemical, fluorescence polarization, single point | Mycobacterium tuberculosis FadD28 fatty-acid-AMP ligase | AID 588549, 2011 | 0.22% of 360,000 active | inhibition, % at 12.5 µM; in the data active means inhibition above about 8.5%, passing the limit was not always enough; inconclusive means no clear call, values can overlap the other calls
CCHFV vOTU inh = CCHFV vOTU protease inhibitors, primary screen, biochemical, Pep-AMC substrate, fluorescence | inhibition, % at 11.5 µM | 0.55% of 370,000 active | Crimean-Congo hemorrhagic fever virus L polyprotein viral ovarian tumor (vOTU) protease … | AID 651958, 2012; further: 0% = vehicle wells with enzyme and 100% = no enzyme wells
An asterisk follows results filed as active; ? = inconclusive; . = not tested or not shown. Unless noted, no stated cut-off is given here; in the data, active means inhibition above about 30%; inactive means the rest.

SMILES	PrPC TRFRET	UGM FP inh	BoNT-F LC inh	BioA inh	BoNT-A LC inh2	GDH-TPI inh	FBA Mtb inh	FadD28 binding	CCHFV vOTU inh
Nc1c(NCCc2ccccc2)c2ccccc2oc1=O	9.0	0.5	-5.0	3.4	0.7	23.2	4.9	0.0	-11.3
Cc1cc(S(=O)(=O)N2CCOCC2)ccc1OCC(=O)NCc1ccccn1	0.7	-3.3	7.8	-0.5	1.1	-5.4	1.5	-0.1	5.0
COc1ccccc1C(=O)N1CCN(Cc2ccc3c(c2)OCO3)CC1	-1.5	0.6	-0.2	-2.0	0.3	10.7	-0.5	0.9	14.5
COC(=O)c1ccc(C2c3[nH]c4ccccc4c3C[C@H]3C(=O)N(C)CC(=O)N23)cc1 (stereo partly drawn)	10.5	1.4	-27.2	0.1	-3.4	5.5	0.5	.	-3.4
O=C(NCCN1CCOCC1)c1ccc(/C=C2\Sc3ccccc3N(Cc3ccccc3F)C2=O)cc1	13.5	1.4	2.8	0.3	-1.6	13.6	7.9	0.2	10.6
O=[N+]([O-])c1cccc(C2=NC(c3ccccc3)CO2)c1 (stereo not drawn)	-5.6	-1.5	-3.0	-2.6	-0.7	10.0	3.6	-1.4	1.1
COc1ccc(NC(=O)C(NS(=O)(=O)c2cccs2)C(C)C)cc1Cl (stereo not drawn)	0.4	-1.9	7.5	-1.6	0.0	-5.0	1.4	-4.2	15.2
CCN(C(=O)c1cccnc1)c1ccccc1	1.9	4.0	-28.3	-2.3	-0.1	14.2	1.0	-0.6	-4.3
COc1cc(/C=N/NC(N)=S)ccc1OCC(=O)N1CCOCC1	-0.7	.	0.4	0.1	-0.9	31.5*	0.5	0.4	-1.5
COc1cc(/C=N\NC(=O)CC#N)ccc1OC/C=C/c1ccccc1	1.3	-3.0	0.5	-2.3	-1.6	-1.0	4.0	-4.8	1.0
Cc1ccccc1S(=O)Cc1ccc(C(=O)N2CCN(C(=O)c3ccco3)CC2)o1 (stereo not drawn)	3.0	0.8	-1.1	-1.7	0.0	-3.5	4.3	-0.1	5.7
COc1ccc(OC)c(CNn2c(-c3cccc(C)c3)nc3ccccc3c2=O)c1	-1.5	-1.8	-16.3	-0.8	-1.7	-1.6	2.9	-3.1	-10.7
COc1ccc(CNC(=O)C(C)NS(=O)(=O)c2ccc(C)cc2)cc1 (stereo not drawn)	-0.2	0.4	-1.7	.	0.7	-1.6	1.8	0.8	-14.3
Cc1cccc(N2CCN(C(c3ccncc3)c3nnnn3C(C)(C)C)CC2)c1C (stereo not drawn)	0.8	1.0	-1.3	.	-0.1	-5.3	-1.0	-3.0	-2.6
COc1ccc(CCNC(=O)COc2ccc(C)nc2[N+](=O)[O-])cc1	-11.4	0.7	-7.8	.	-0.7	3.5	1.0	0.0	0.1
O=C(CCC1CCCN(Cc2ccc3c(c2)OCCO3)C1)NCc1ccccc1F (stereo not drawn)	-15.6	3.8	-13.7	-3.2	-0.5	5.3	1.1	-1.4	-3.7
COc1ccc(CNC(=O)c2ccc(SC)cc2OC)cc1	0.5	.	1.1	.	-0.9	-0.7	-3.1	-1.1	5.6
N[C@@H](CO)c1nnc([C@H](CC(=O)O)NC(=O)C2CCNCC2)o1	3.0	-2.7	-3.7	-2.0	-0.9	4.0	2.1	-0.4	-0.3
COc1cc(OC)cc(C(=O)Nc2ccccc2-c2nnn(CC(=O)Nc3cc(C)on3)n2)c1	2.5	0.2	0.9	0.7	-1.2	0.8	3.5	1.5	-4.7
Cc1cccc(NC(=S)Nc2ccc(N3CCOCC3)cc2)c1C	2.5	-0.6	-0.7	-4.0	0.4	9.5	2.0	2.7	-9.1
COc1ccc(OC)c(/C=C/C(=O)N2CCCc3ccccc32)c1	-0.8	-0.3	7.9	-0.1	1.0	3.8	-0.6	-3.7	8.1
Cc1sc2nc3c(C(=O)N4CCCC4)cc(C(=O)c4ccccc4O)cn3c(=O)c2c1C	-3.6	-0.9	4.9	.	4.8	2.4	1.9	-1.9	-17.6
CC(C)(C)S(=O)N1Cc2cc(C(=O)Nc3ccc(-c4ccccc4)cc3)nc(-c3cccc(-c4cc5ccccc5o4)c3)c2[C@@H]1CCO (stereo partly drawn)	-5.2	.	-16.1	-0.5	-0.5	.	3.2	-3.5	-0.2
Cc1cccc(/C=C2\Oc3cc(OS(C)(=O)=O)ccc3C2=O)c1	-2.3	-1.9	-10.2	-1.6	0.2	10.8	-0.6	-1.0	8.4
O=C(NNC1OC(CO)C(O)C(O)C1O)c1cccnc1 (stereo not drawn)	-6.2	-0.6	2.1	.	0.1	11.8	-1.4	-3.0	-8.7

Reformatted as a markdown table: part of the list above.
| Compound | PrPC TRFRET | UGM FP inh | BoNT-F LC inh | BioA inh | BoNT-A LC inh2 | GDH-TPI inh | FBA Mtb inh | FadD28 binding | CCHFV vOTU inh |
| --- | --- | --- | --- | --- | --- | --- | --- | --- | --- |
| Cc1ccccc1S(=O)Cc1ccc(C(=O)N2CCN(C(=O)c3ccco3)CC2)o1 (stereo not drawn) | 3.0 | 0.8 | -1.1 | -1.7 | 0.0 | -3.5 | 4.3 | -0.1 | 5.7 |
| COc1ccc(OC)c(CNn2c(-c3cccc(C)c3)nc3ccccc3c2=O)c1 | -1.5 | -1.8 | -16.3 | -0.8 | -1.7 | -1.6 | 2.9 | -3.1 | -10.7 |

Additional results.
SMILES	PrPC TRFRET	UGM FP inh	BoNT-F LC inh	BioA inh	BoNT-A LC inh2	GDH-TPI inh	FBA Mtb inh	FadD28 binding	CCHFV vOTU inh
CCn1cc(C(=O)NCc2ccc3c(c2)OCO3)c2cc(OC)c(OC)cc2c1=O	-1.5	-0.6	?	0.2	0.8	-7.8	-2.0	-3.9	8.6
Cc1ccccc1CC(=O)N1CC(C)OC(C)C1 (stereo not drawn)	-2.8	0.6	-11.6	-2.4	-2.7	6.5	2.7	-0.9	18.1
NC(=O)c1ccsc1NC(=O)COC(=O)c1cc(Cl)ccc1O	-1.1	-1.1	5.2	-0.7	0.8	3.5	9.5	-1.3	2.0
CCOC(=O)c1c(C)[nH]c(C(=O)OCC(=O)N(CC)c2c(N)n(Cc3ccccc3)c(=O)[nH]c2=O)c1C	1.4	.	-2.4	3.3	-0.2	10.4	4.8	-3.5	-4.2
COc1ccc(C(=O)/C=C/c2ccc(C)cc2)c(OC(=O)c2ccc([N+](=O)[O-])cc2)c1	-0.2	0.5	2.7	-1.4	0.6	-3.0	1.8	-3.2	0.8
N#CCSc1nc2ccccc2c(=O)n1C1CCCCC1	5.6	-0.4	-5.9	.	-0.1	1.9	-1.8	-3.7	8.5
O=[N+]([O-])c1ccc(/C=N\NS(=O)(=O)c2ccc(F)cc2)o1	-10.1	-1.9	4.6	-0.1	1.2	17.5	1.1	0.1	-9.5
Cc1ccc(Cn2c(C(C)Nc3nc(-c4ccc(C)cc4)cs3)nc3cc(Cl)c(Cl)cc32)cc1 (stereo not drawn)	4.6	-1.1	-5.6	-0.6	-0.7	-1.4	3.1	0.5	-3.2
O=C(c1ccc2ccccc2c1O)N1CCCCC1	2.1	.	-5.5	-0.2	-0.5	17.7	1.2	-1.2	-13.3
C/C=C/C(=O)OCC(=O)Nc1ccccc1Br	5.3	-1.4	-7.9	.	-0.6	0.3	0.7	1.2	-10.7
COc1ccc(C2CC(c3cccs3)=NN2c2ccc(F)cc2)cc1OC (stereo not drawn)	11.0	-2.5	1.4	.	0.3	-4.5	27.2*	-6.3	-23.1
COc1ccc(-c2cn3cc([N+](=O)[O-])ccc3n2)cc1OC	-50.1	3.1	-12.0	.	-0.6	14.7	-0.6	-3.5	13.6
CCc1nnc(NC(=O)CN2CCN(CC)CC2)s1	-1.5	1.4	?	-0.3	1.6	4.5	-0.2	0.3	-18.8
N#Cc1ccc(C(S(=O)(=O)Cc2ccccc2)S(=O)(=O)Cc2ccccc2)cc1	-0.8	.	0.0	0.1	0.0	-5.3	3.6	1.0	-1.4
Fc1ccc(-c2nnc3ccccn23)cc1	7.4	.	-5.7	.	-0.8	-1.5	1.3	-0.6	10.0
CCOC(=O)C1CCCN(C(=O)c2cccc(S(=O)(=O)N(C)c3ccc(C)cc3)c2)C1 (stereo not drawn)	0.7	5.3	7.6	0.6	4.2	-3.2	-2.0	.	0.1
CCOc1ccc2[nH]c(=O)c(CN(CCc3ccccc3)C(=O)c3cnccn3)cc2c1	4.7	-0.1	1.4	0.6	-0.4	6.9	1.7	-2.3	5.9
Cc1ccc(C)c(N(C(=O)c2csnn2)C(C(=O)NC2CCCC2)c2ccncc2)c1 (stereo not drawn)	-4.7	-1.3	1.2	-1.1	0.4	-0.8	0.6	-0.9	6.4
CC(=O)Nc1ccccc1-c1nc2cc(C#N)c(C#N)cc2[nH]c1=O	-8.3	0.1	-5.1	-1.2	-0.9	1.3	5.4	-3.8	4.8
CCOC(=O)C1=C(C(=O)OCC)c2ccc(OC)c(OC)c2C1	-7.6	.	-8.8	.	-0.5	9.6	6.8	-2.3	11.7
Cc1ccc(S(=O)(=O)CCC(=O)N(C)c2c(N)n(Cc3ccccc3)c(=O)[nH]c2=O)cc1	5.1	-0.5	-0.8	-0.2	1.8	-1.1	2.6	-1.1	6.8
CC(=O)NC1CC2CCC(C1)N2 (stereo not drawn)	-1.6	-1.2	4.0	.	2.9	8.3	2.3	-3.0	-6.2
CCN(CC)c1ccc(C=NCCNS(=O)(=O)c2ccc(C)cc2)cc1	-0.5	-2.0	8.7	-1.8	-3.5	20.3	-1.4	0.4	16.7
N#CC(C#N)=C(Nc1ccc(F)cc1)SCc1cccc(F)c1	28.2*	-0.4	-1.6	.	0.1	16.2	0.9	-3.2	2.9
CCOC(=O)C1CCN(C(=O)c2ccc(N3CCCC3=O)cc2)CC1	-2.4	-0.3	.	-0.2	.	-3.8	-0.8	-1.3	13.4

Look-ups from the entries so far:
BoNT-A LC inh2 result of CCOc1ccc2[nH]c(=O)c(CN(CCc3ccccc3)C(=O)c3cnccn3)cc2c1 is entered as -0.4
BoNT-F LC inh result of NC(=O)c1ccsc1NC(=O)COC(=O)c1cc(Cl)ccc1O is entered as 5.2

(continued)
SMILES	PrPC TRFRET	UGM FP inh	BoNT-F LC inh	BioA inh	BoNT-A LC inh2	GDH-TPI inh	FBA Mtb inh	FadD28 binding	CCHFV vOTU inh
Cc1onc(-c2ccccc2)c1C(=O)Nc1ccncc1	2.7	-2.6	-0.6	-0.8	1.1	5.5	0.7	-2.5	7.7
COC(=O)c1ccccc1NC(=O)c1cc(-c2cccs2)on1	3.3	-1.2	1.9	-0.4	0.7	0.0	0.2	-2.6	-12.8
COc1cc([N+](=O)[O-])cc(/C=N\NC(=O)C2COc3ccccc3O2)c1O (stereo not drawn)	3.1	3.5	-1.3	.	0.0	26.0	-10.7	0.0	22.1
O=C(c1ccc(Cl)cc1)C1CCCN(C(=O)c2csnn2)C1 (stereo not drawn)	10.7	-1.6	-3.2	.	1.1	5.0	-0.9	-5.1	1.0
Cc1cc(CNC(=O)CC2C(=O)NCCN2CC(C)(C)C)nn1C (stereo not drawn)	-2.7	0.2	1.1	.	-0.2	2.6	2.0	1.0	-12.3
O=C1NC[C@H](CCCCN2C[C@H](Cc3ccccc3)N(Cc3ccccc3)C(=O)C2=O)N(CCc2ccc(O)cc2)C1=O	8.8	.	-4.7	.	-0.3	.	.	.	8.3
